TWEAK-Fn14 inh: inhibitors of TWEAK-Fn14 signaling, primary screen, luciferase reporter cells, uHTS; AID 1159606, 2016; TWEAK-stimulated Fn14 reporter cells, luciferase luminescence, 8 h; actives 2% (n = 360,000); inhibition, % at 10 µM; in the data active = inhibition above about 50%
NR2E3 ag-1: NR2E3 agonists in two-hybrid cells, primary screen, cell-based, luminescence, CHO-S, Gal4-NCOR/VP16-NR2E3. Photoreceptor-specific nuclear receptor (Homo sapiens), Q9Y5X4. luciferase. inhibition of corepressor binding, % at 3.98 µM. actives 0.35% (n = 360,000). AID 602229, 2012;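 active = inhibition above the mean of all tested compounds plus 3 SD, cut at about 70% in these data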;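 note: 0% = DMSO with NR2E3 transfected cells and 100% = cells lacking NR2E3 construct; higher means lower luciferase signal from less NR2E3 corepressor binding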
Target sequence (Q9Y5X4 whole entry, looked up, the tested form may be a part): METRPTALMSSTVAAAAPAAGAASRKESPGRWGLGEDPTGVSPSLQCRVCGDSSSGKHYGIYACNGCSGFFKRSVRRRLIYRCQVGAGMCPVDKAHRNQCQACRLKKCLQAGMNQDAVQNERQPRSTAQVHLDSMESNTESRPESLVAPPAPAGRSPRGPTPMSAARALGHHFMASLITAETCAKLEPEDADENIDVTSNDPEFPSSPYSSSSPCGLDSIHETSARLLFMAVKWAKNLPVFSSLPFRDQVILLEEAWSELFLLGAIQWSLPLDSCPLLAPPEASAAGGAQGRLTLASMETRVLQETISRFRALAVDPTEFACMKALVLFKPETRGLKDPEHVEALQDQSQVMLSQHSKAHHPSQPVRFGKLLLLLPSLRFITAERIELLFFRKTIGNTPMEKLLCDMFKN
NR2E3 ag-2: inhibitors of NR2E3-RetCOR corepressor binding, primary screen, NR2E3 agonist project, biochemical, TR-FRET, GST-NR2E3, biotin-RetCOR | Photoreceptor-specific nuclear receptor (Homo sapiens), Q9Y5X4 | 1536-well | actives 0.12% (n = 320,000) | inhibition of corepressor binding, % at 4.78 µM | AID 2300, 2010;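 active = percent inhibition above the cutoff of mean plus 3 SD of all tested compounds, set per screening campaign, cut at about 20% in these data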;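 note: 0% = DMSO wells and 100% = biotin wells as full block of FRET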
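System: GST-NR2E3 and biotin-RetCOR proteins; probe or stimulus: 7 nM biotin-RetCOR; doses: compound at 4.8 µM, single dose; schedule: Compound–protein incubation for 5 h at 4 °C; detection: time-resolved FRET; read-out: percent inhibition; controls: biotin wells as high control, 0.6% DMSO wells as low control; format: 1536-well plates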
Shn3 inh set2: reduction of Shn3 3'UTR firefly luciferase signal, primary screen, Schnurri-3 inhibitor project, cell-based, Clone20 osteoblasts, set 2. Clone20 osteoblast Shn3 3'UTR firefly luciferase, 24 h. inhibition, % at 12.5 µM. actives 0.52% (n = 360,000). AID 588674, 2011;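 active = mean inhibition of at least 75% with every replicate also reaching 75%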;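 note: 0% = median of neutral control wells and 100% = pilot-screen positive control compound; some compounds past the cut are filed as inactive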
CF NFkB block: inhibitors of PAF-induced NF-kB signaling, primary screen, cell-based, GFP fluorescence, uHTS; KKLEB NF-kB-GFP reporter, GFP fluorescence overnight; inhibition, % at 5 µM; actives 0.86% (n = 360,000); AID 588850, 2011;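 active = at least 50% inhibition at 5 µM, scaled per plate between neutral and stimulator controls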;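 note: PAF is a Pseudomonas aeruginosa culture filtrate used as stimulus; plate controls were PAF-stimulated DMSO wells for no effect and unstimulated DMSO wells for full effect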
TRPM1 prom inh: inhibitors of MITF-dependent TRPM1 promoter reporter, primary screen, cell-based, SK-MEL-5, single point, luciferase | inhibition, % at 12.5 µM | actives 0.83% (n = 330,000) | AID 488899, 2010 | SK-MEL-5 TRPM1 promoter luciferase, 24 h;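 active = mean inhibition across replicates of 60% or more, whatever share of single replicates reaches that level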; note: values of inactives mirror those of a sister screen read the other way
Peg3 promoter: Peg3 promoter-driven luciferase inhibitors, primary screen, cell-based, HeLa, luciferase luminescence | inhibition, % at 20 µM | HeLa PEG-Prom luciferase reporter, overnight | actives 1.7% (n = 360,000);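 active = inhibition of at least 50% at 20 µM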
TROY signal inh: inhibitors of TROY-driven NF-kB signaling, primary screen, Q293 LMP1-TROYcd cells, NF-kB luciferase, uHTS; actives 0.98% (n = 360,000); inhibition, % at 10 µM; Q293 LMP1-TROYcd NF-kB luciferase reporter, 4 h;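 active = compounds whose plate-normalised and pattern-corrected inhibition of the luciferase reporter signal at the single screening dose is 50% or more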
KKLEB cytotox: cytotoxicity in KKLEB CF airway cells, primary screen, cytotoxicity control for CF NF-kB inhibitor project, cell-based, uHTS, fluorescence assay plates | KKLEB CF airway cells viability, ATPlite luminescence, overnight; hits give low values; cells stimulated with P. aeruginosa culture filtrate | activity change (cytotoxicity), % at 5 µM | actives 0.36% (n = 360,000) | AID 602141, 2011;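 active = corrected activity change at or below -50% at 5 µM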
HIF-2a block: HIF-2a reporter inhibitors, primary screen, luminescence, 786-0 RCC cells. 786-0 RCC cells HIF-2a reporter, luciferase luminescence, overnight. inhibition, % at 18.8 µM. actives 0.72% (n = 360,000). AID 624352, 2012;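 active = inhibition of the luminescence signal of 40% or more relative to plate controls, in a single-dose primary screen at 18.75 µM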
TRAIL sens C8: viability loss with TRAIL in NB7+C8 cells, primary screen, TRAIL sensitizer project, cell-based, ATPlite luminescence; inhibition (viability loss, TRAIL sensitization), % at 10 µM; actives 1% (n = 360,000); AID 624354, 2012;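 active = compounds causing at least 50% loss of cell viability in the single-dose screen, relative to plate controls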
Numbers without * were called inactive; nt = not tested or not shown.

Values run as follows: TWEAK-Fn14 inh	NR2E3 ag-1	NR2E3 ag-2	Shn3 inh set2	CF NFkB block	TRPM1 prom inh	Peg3 promoter	TROY signal inh	KKLEB cytotox	HIF-2a block	TRAIL sens C8
CCc1ccccc1-n1c(SCC(=O)NC)nnc1-c1cccnc1
    5.7	-12.7	1.4	-36.4	4.3	1.6	14.8	4.8	-3.0	4.5	-6.2
Cc1cc(-c2nnc(CCC(=O)NC(Cc3ccccc3)c3ccccc3)o2)no1 (stereo not given)
    -4.9	-3.7	2.6	-8.0	-11.3	-9.5	10.7	-1.4	9.3	5.1	-1.7
Cc1ccc2c(c1)N(CC(=O)N1CCCC1)C(=O)CO2
    4.8	15.6	1.1	2.3	-8.0	-13.1	-1.1	-10.9	-6.7	10.5	-4.9
Cc1sc2nc(COC(=O)c3ccc(N4CCCC(C)C4)c([N+](=O)[O-])c3)[nH]c(=O)c2c1C (stereo not given)
    -12.5	-2.6	1.7	-0.3	8.3	-0.2	-22.2	7.4	-8.8	0.8	-2.5
COc1ccc(N2CCN(C(=O)c3ccc(N4C(=O)NC5CC4(C)Oc4ccccc45)cc3)CC2)cc1 (stereo not given)
    8.5	-29.9	1.5	14.7	-9.8	0.8	4.4	7.3	5.5	9.2	8.0
Cc1cc2ccccn2c1C(=O)c1ccc([N+](=O)[O-])cc1[N+](=O)[O-]
    12.2	9.3	1.2	-13.1	5.9	22.2	9.2	-2.5	-10.0	-11.9	-7.1
COCc1ccc(CN2CCCC(CO)(Cc3ccccc3)C2)o1 (stereo not given)
    7.0	-21.3	1.5	20.6	3.6	-13.3	5.6	0.8	14.3	16.4	1.2
CC1=C(C(=O)N2CCCCC2)C(c2cccs2)NC(=O)N1 (stereo not given)
    7.4	-4.5	-0.3	-39.2	7.9	16.8	11.6	-13.8	3.1	12.2	5.8
CSc1ccccc1NC(=O)CN(C)C(=O)/C=C/c1ccccc1
    -1.4	-1.1	0.4	8.7	-13.3	3.6	-4.6	-6.9	14.0	6.1	-5.7
O=C(NCc1cccnc1)c1cc(C2CCCN(S(=O)(=O)c3cccc4cccnc34)C2)on1 (stereo not given)
    -11.5	-5.7	nt	13.4	5.3	nt	5.2	12.4	-0.4	0.2	12.8
CCOCCCNC(=O)C(Cc1ccccc1)NC(=O)c1ccco1 (stereo not given)
    0.0	9.2	-1.6	-15.1	-12.5	-2.5	0.7	-5.4	-7.0	11.4	12.6
CCc1ccccc1Nc1nc(-c2cccnc2)cs1
    -9.9	-79.5	4.9	-5.2	42.7	-68.8	-166.4	-39.1	-20.0	-142.1	-6.8
COC(=O)CSc1nnc2cc(C)c3ccccc3n12
    -3.0	-3.5	1.4	-5.4	-17.6	5.3	-8.2	-9.5	-2.5	-0.9	-12.4
O=C(NC1CC1)C1CCN(S(=O)(=O)c2ccc(Cl)c([N+](=O)[O-])c2)CC1
    0.3	-9.0	3.5	0.1	-5.8	75.2*	40.7	11.8	9.2	21.6	64.1*
CC1(Cc2ccccc2Cl)C(=O)Nc2c(Cl)cccc21 (stereo not given)
    3.4	-7.2	nt	-10.9	-23.7	nt	-2.1	2.8	1.7	5.9	-26.4
CCOc1ccc(NC(=O)C2CCC(CNc3c(N4CCOCC4)c(=O)c3=O)CC2)cc1 (stereo not given)
    5.1	-21.8	3.8	-2.9	11.3	4.0	7.5	6.1	-15.4	17.7	-2.2
COC(=O)Cn1cc(C(=O)C2CC2)c2ccccc21
    0.9	-19.5	0.7	-0.1	6.8	0.7	10.9	-14.2	-2.4	7.9	1.3
COc1ccccc1-c1nnc(SCC(=O)c2c(N)n(C3CC3)c(=O)[nH]c2=O)n1C
    15.8	-0.3	2.9	-19.6	-9.3	22.6	21.7	-5.5	-6.2	14.7	-7.7
CCSc1nc2sc3c(c2c(=O)n1-c1ccc(OC)cc1)CCN(C)C3
    -13.8	12.6	7.9	17.1	-1.8	-10.7	8.8	-0.3	-2.4	-7.6	-0.1
O=C(CSc1nc2ccccc2c(=O)n1-c1ccc(F)cc1F)NC1CCS(=O)(=O)C1 (stereo not given)
    5.6	-19.5	nt	7.0	26.8	nt	-24.4	-28.2	-13.6	-33.1	-6.0
COC(=O)c1ccc2c(c1)C(=O)N(C1CCCCC1)C2=O
    -4.9	7.4	-0.9	5.4	2.1	-6.2	1.2	-30.2	-2.4	0.8	5.2
CCC(=O)OC1CC(C)N(C(=O)c2ccccc2)c2ccc(C)cc21 (stereo not given)
    -8.6	-0.1	0.3	-1.8	-1.6	6.8	11.0	-3.8	5.2	13.4	11.8
Cc1ccc(-c2cc3nc(-c4ccccc4)cc(N4CCOCC4)n3n2)cc1
    7.1	1.1	nt	1.1	-16.3	-12.4	-26.8	-10.0	-6.9	-18.3	-3.2
O=C1NC(=S)NC1Cc1ccc(O)cc1 (stereo not given)
    5.1	29.0	nt	9.5	-14.1	2.1	4.5	-0.7	-13.3	10.0	-7.8
CC(C)(C)c1ccc(C(=O)N2CCN(c3ccc(N4CCOCC4)nn3)CC2)cc1
    -8.5	19.3	-3.0	-0.3	21.9	8.5	-1.4	-15.1	-11.1	-0.7	9.3
CCOC(=O)c1c(C)[nH]c(C)c1C(=O)COC(=O)/C=C/c1ccc(Cl)cc1
    -6.4	-4.5	4.5	0.5	-4.2	3.3	9.1	11.8	15.5	10.7	8.7
COc1cccc(CC(=O)OC(C)C(=O)Nc2ncc(Cl)cc2Cl)c1 (stereo not given)
    11.7	7.5	-1.5	-7.0	-2.8	0.2	14.1	3.2	4.1	4.2	-0.7
COc1ccccc1NC(=S)N(Cc1cccs1)C1CCCC1
    6.1	14.7	1.7	-1.1	-8.5	-10.4	15.5	1.5	8.4	11.2	2.7
COc1ccc(C(CNC(=O)c2cccc(NS(=O)(=O)c3ccccc3)c2)N2CCCC2)cc1 (stereo not given)
    1.8	5.0	nt	-18.2	-7.5	nt	-0.4	-13.8	2.1	8.0	1.9
C=CCNc1ncnc2ccccc12
    41.1	-29.4	-0.8	7.0	6.1	15.4	4.3	50.0*	-4.0	-10.9	1.3
CC(C)c1ccc(C2/C(=C(/O)c3ccc(F)cc3)C(=O)C(=O)N2CCCN2CCOCC2)cc1 (stereo not given)
    -0.1	-3.8	1.6	-0.9	-3.5	-3.0	-12.5	-6.8	-15.6	-9.1	1.2
S=c1[nH]nc(C2CCCCC2)n1/N=C/c1cccs1
    -2.8	2.4	-5.7	-7.3	6.4	4.8	4.0	5.7	3.9	10.2	-3.9
O=C(Cn1nnc(-c2ccncc2)n1)NCCc1ccccc1
    -6.4	-6.9	-0.3	4.2	12.0	13.3	-5.5	10.7	4.7	10.4	1.1
CCCCC(CCC(=O)Nc1ccc(C(=O)OC)cc1)C(=O)O (stereo not given)
    -5.5	-11.5	0.2	12.4	-0.3	-5.6	1.1	-9.8	6.9	14.7	4.7
Cc1cccc(N2C(N)=NC(N)=NC23CCCCC3)c1
    2.5	-3.3	0.1	6.3	-1.9	0.7	-2.6	-28.4	0.9	12.8	32.2
O=C(O)c1ccc(N2C(=O)C3ON(c4ccccc4)C(c4ccccc4F)C3C2=O)cc1 (stereo not given)
    2.1	-8.3	-2.4	-2.1	-1.6	-1.7	16.2	1.1	6.3	15.3	-4.9
COc1cccc(/C=C2\SC(=S)N(CCCC(=O)N3CCOCC3)C2=O)c1
    -7.9	-5.0	nt	-21.9	15.9	nt	-13.7	-42.8	-0.9	12.5	1.9
Cc1ccc(N2C(=O)CN(Cc3cccs3)C2=S)cc1C
    28.7	6.3	0.5	-9.0	-2.6	-0.5	6.6	-7.0	9.1	5.3	11.0
CC1CCCCN1C(=O)Nc1cccc(C(F)(F)F)c1 (stereo not given)
    -17.8	4.5	-4.4	-14.5	-0.3	-2.9	8.7	3.4	0.2	-0.5	-5.7
O=S1(=O)C[C@@H]2N=C(N/N=C/c3ccccc3)S[C@@H]2C1
    -1.6	-21.7	-2.5	-43.5	-16.9	8.1	-6.1	7.8	4.3	-2.3	-24.4
CCCCNC(=S)NNC(=O)c1nn(C)c(C)c1Cl
    -2.2	-30.3	2.3	3.2	0.7	-4.1	-7.2	-9.8	-5.5	-3.7	15.2
O=C(COC(=O)c1ccccc1O)Nc1cc(S(=O)(=O)N2CCCCCC2)ccc1Cl
    -20.3	-39.6	4.2	10.4	0.1	13.9	22.4	30.4	4.2	-4.7	7.1
C=CCNC(=O)c1onc(CSc2ccccc2C)c1C(=O)O
    5.2	4.6	1.4	-8.4	-18.9	9.2	-1.3	12.8	16.4	4.9	-18.1
Cc1ccc(C(=O)Nc2nc(C)c(C(=O)N(C)C)s2)o1
    14.0	-63.3	1.8	-112.9	-2.3	-11.8	-94.2	-21.7	-4.7	-113.4	14.6
CCn1nc(C)c(NC(=O)/C=C/c2ccc(OC)c(COc3ccc(Cl)cc3Br)c2)c1C
    -17.9	-25.2	-2.8	28.9	14.2	8.0	-10.0	-6.9	-19.8	-31.2	-7.3
Cc1cc(SCc2ccccc2Cl)nc(=O)[nH]1
    -9.7	-3.8	0.1	23.9	-1.8	1.1	-5.1	-12.4	-1.3	16.6	-9.8
O=C(O)Cn1cnc2ccccc2c1=O
    -21.3	-10.3	-0.3	1.8	2.9	3.0	5.7	1.6	-10.0	14.0	13.3

An excerpt from above in order of the Shn3 inh set2 value, rising:
smiles | Shn3 inh set2
Cc1ccc(C(=O)Nc2nc(C)c(C(=O)N(C)C)s2)o1 | -112.9
O=C(COC(=O)c1ccccc1O)Nc1cc(S(=O)(=O)N2CCCCCC2)ccc1Cl | 10.4
Cc1cc(SCc2ccccc2Cl)nc(=O)[nH]1 | 23.9

Screening results from PubChem.

The list is partial; rates above refer to the full screens.
